T cell HTS: modulates CD8 T cell binding to vesicles; 2C CD8+ T cell-vesicle binding, flow cytometry; hits give low values; calls only at 7 µM; 330,000 compounds, 0.068% hits;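 active means response, share of CD8 T cells binding vesicles, and their 90th percentile fluorescence all below set limits, cut at about 80% in these data, passing the limit was not always enough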
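Material: 2C TCR transgenic mouse naive CD8+ T cells, MACS-purified. Also added: QL9-charged Drosophila Ld/ICAM-1/B7-1 vesicles. Timing: binding 1.5 h at 37 °C. Measured by: high-throughput flow cytometry with anti-B7-1 and anti-CD8 staining. Read-out: percent CD8+ FL2 mean versus row control. Controls: Unloaded micro-vesicles (low), QL9 vesicles with 0.7% DMSO (high).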
NOD2 inhibition: inhibition of NOD2-driven NF-kB reporter – cell-based, luminescence, uHTS, HEK293 (AID 1566). inhibition, % at 4 µM, or EC50 in µM where a hit was titrated. 290,000 compounds, 0.63% hits. HEK293 NOD2/NF-kB luciferase reporter, luminescence; higher % means a stronger effect; further: many of its hits are not listed in these tables
KOR beta-arrestin-1: KOR agonists, beta-arrestin recruitment, primary screen, cell-based, luminescence, uHTS (AID 1777); activation, % at 10 µM; hits with a dose series show EC50 in µM; KOR beta-arrestin recruitment, luminescence; higher % means a stronger effect; 280,000 compounds, 0.02% hits; in the data active means activation above about 50%, passing the limit was not always enough; further: a part of the inactive calls stands beside numbers as strong as those of hits
NOD1 NF-kB reporter: NOD1 signaling inhibitors, primary screen, cell-based, luminescence, uHTS (AID 1578); NOD1-driven NF-kB luciferase reporter cells, luminescence; higher % means a stronger effect; one-dose inhibition, % at 4 µM; EC50 in µM for titrated hits; 290,000 compounds, 1% hits; in the data active means inhibition mostly above about 36%, no sharp cut-off; inactive means mostly below about 34%;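 further: HEK-293T reporter cells stimulated with the NOD1 agonist gamma-tri-DAP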
KOR beta-arrestin-2: KOR antagonists, beta-arrestin recruitment, cell-based, luminescence, uHTS (AID 1778); inhibition, % at 10 µM; hits with a dose series show IC50 in µM; 290,000 compounds, 0.091% hits; KOR beta-arrestin recruitment, luminescence, antagonist mode; higher % means a stronger effect; further: strong numbers were not always called active
GPR55 LPI antagonism: GPR55 antagonists blocking LPI-driven arrestin recruitment, primary screen, imaging, U2OS, beta-arrestin-GFP, LPI agonist (AID 2013); 290,000 compounds, 0.13% hits; inhibition, % at 10 µM; hits with a dose series show IC50 in µM; U2OS GPR55 beta-arrestin-GFP translocation imaging, LPI antagonism; higher % means a stronger effect;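 active means spots per cell inhibited over 60%, with over 100 cells counted and total cytoplasm intensity under 500,000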;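 further: U2OS cells stably carrying GPR55 and arrestin-GFP stimulated by 5 µM LPI near EC80; imaged beta-arrestin-GFP aggregate spots per cell after agonist stimulation; plate controls were LPI-stimulated DMSO wells for no effect and DMSO wells without LPI for full effect; some results filed as inactive read as strong as hits; confirmed hits need IC50 under 10 µM and bright autofluorescent wells are also inconclusive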
GPR55 activation: GPR55 agonists via beta-arrestin recruitment, primary screen, imaging, U2OS cells, beta-arrestin-GFP redistribution (AID 1961); U2OS GPR55 beta-arrestin-GFP redistribution imaging; higher % means a stronger effect; activation, % at 10 µM, or EC50 in µM where a hit was titrated; 290,000 compounds, 0.048% hits;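 active means activation above 40% with more than 50 cells counted in the well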;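 further: U2OS osteosarcoma cells stably expressing GPR55 and beta-arrestin-GFP; plate controls were DMSO negative control for no effect and LPI positive control for full effect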
Myeloid diff MLP: promotes myeloid progenitor differentiation; ER-HoxA9 myeloid progenitors, lysozyme-GFP differentiation, flow cytometry; 360,000 compounds, 1% hits; calls only at 10 µM; AID 624256;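 active means normalized GFP-positive differentiation at or above the plate's own cutoff, the solvent-only control mean plus 3 SD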;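 further: cells exposed to compound for four days before flow analysis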
NTR1 agonist: NTR1-driven beta-arrestin-GFP spot formation – imaging, U2OS cells, high content, primary screen (AID 493036); P30989; agonist mode; activation, % at 20 µM; 330,000 compounds, 0.17% hits;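 active means activation at or above 40% of the spot to cytoplasm intensity ratio, with at least 20 cells analyzed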;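 further: 0% = DMSO without peptide and 100% = 100 nM NTR1 peptide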
Target sequence (P30989 whole entry, looked up): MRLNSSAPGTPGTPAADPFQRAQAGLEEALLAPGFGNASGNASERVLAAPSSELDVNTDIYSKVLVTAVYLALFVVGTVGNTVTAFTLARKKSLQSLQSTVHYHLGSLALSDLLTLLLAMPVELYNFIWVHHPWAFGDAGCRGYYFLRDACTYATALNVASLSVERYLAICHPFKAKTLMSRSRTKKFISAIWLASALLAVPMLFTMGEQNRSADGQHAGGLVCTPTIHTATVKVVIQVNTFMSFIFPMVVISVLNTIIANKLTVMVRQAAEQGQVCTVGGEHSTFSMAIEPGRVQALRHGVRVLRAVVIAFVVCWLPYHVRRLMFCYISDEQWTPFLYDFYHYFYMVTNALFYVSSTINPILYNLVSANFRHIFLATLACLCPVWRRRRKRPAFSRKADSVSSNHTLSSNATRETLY
T cell HTS vesicle-bound %: second read-out of T cell HTS, no call of its own (marks repeat the call); double positive events, %; measured here: CD8+ vesicle-bound cell fraction;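 binding gate set so that unloaded-vesicle control wells show 10% double positive cells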
NTR1 agonist cell count 20 µM: second read-out of NTR1 agonist, no call of its own (marks repeat the call); cell count; measured here: cell count, cytotoxicity flag
Myeloid diff MLP GFP+ MAC1+ %: recorded beside Myeloid diff MLP, whose call it bears; GFP+ MAC1+ double positive, %; measured here: differentiation confirmed by MAC1 staining
An asterisk follows results filed as active; i = inactive; · = not tested or not shown; [ ] = dose if it differs, or a comment. Unless noted, no stated cut-off is given here; in the data, active means inhibition above about 50%; inactive means the rest. These rows are one share of the data; the hit share may differ from the screen's.

SMILES	T cell HTS	T cell HTS vesicle-bound %	NOD2 inhibition	KOR beta-arrestin-1	NOD1 NF-kB reporter	KOR beta-arrestin-2	GPR55 LPI antagonism	GPR55 activation	Myeloid diff MLP	Myeloid diff MLP GFP+ MAC1+ %	NTR1 agonist	NTR1 agonist cell count 20 µM
O=c1c(CN2CCN(Cc3ccccc3)CC2)coc2ccc(Cl)cc12	i	17	1%	-1.4%	-12%	18%	0%	-0.1%	i	0.5	0.6	58
COc1ccc(NC(=O)CCNS(=O)(=O)c2ccccc2F)cc1S(N)(=O)=O	i	37	25%	1.5%	-24%	-16%	-5%	-0.1%	·	·	-1.3	43
Cn1c(=O)c2c(nc(N3CCN(c4ccccn4)CC3)n2Cc2ccccc2Cl)n(C)c1=O	i	10	25%	8.2%	17%	-13%	-15%	-0.1%	i	3.0	14	49
O=C(N/C(=C\c1ccco1)C(=O)N1CCC(O)CC1)c1ccccc1	i	37	3%	-2.9%	-22%	40%	0%	0.5%	i	1.4	-1.3	54
COC(=O)c1ccccc1NC(=O)CN(C)S(=O)(=O)c1ccc(OC)c(C)c1	·	·	14%	4.0%	20%	-43%	-9%	0.3%	i	1.1	0.8	55
O=C(CCC(=O)Nc1ccc(F)cc1)N/N=C/c1ccc(O)cc1	i	23	-2%	-0.6%	-11%	4%	3%	-0.1%	i	0.5	-0.7	78
CCCOC(=O)c1ccc(NC(=O)c2ccccc2[N+](=O)[O-])cc1	i	4	-17%	3.3%	-28%	-21%	-6%	-0.1%	i	0.5	2.1	35
CCCCc1nc2ccccc2[nH]1	i	47	5%	-0.2%	-20%	2%	9%	-0.3%	i	0.4	-0.4	49
COc1ccc(CN(C)C(=O)c2ccccc2Sc2ccccc2C#N)cc1OC	i	52	-29%	-1.2%	-13%	17%	-6%	0.1%	i	7.1	3.6	62
O=C(COc1ccc(Cl)cc1Cl)N1CCCN(C(=O)COc2ccc(Cl)cc2Cl)CC1	i	56	-32%	-1.6%	-4%	-21%	8%	-0.1%	i	1.6	10	82
Cc1cccc(NC(=O)COc2ccc(Br)cc2/C=N/O)c1	i	49	9%	2.2%	23%	-19%	-13%	5.4%	i	0.6	4.3	45
Cc1cc(Cl)cc(C)c1OCCNCc1ccccc1	i	46	-18%	-6.2%	-43%	-12%[20 µM]	-2%	-0.1%	i	0.2	0.1	56
COC(=O)Cn1cnc2ccccc2c1=O	i	37	4%	-8.6%	-8%	-10%	-4%	0.3%	i	1.4	-0.6	57
COC(=O)C1=C(CN2CCc3ccccc32)NC(=O)NC1c1cc(C)ccc1C (stereo unspecified)	i	56	-16%	-1.0%	-7%	-19%	10%	0.0%	i	0.6	3.1	60
COc1nc(-c2ccncc2)nc2ccccc12	i	22	13%	0.0%	4%	-8%	-6%	-0.2%	i	1.1	0.7	73
COc1ccc(C(=O)Nc2cc(C(C)=O)c(/C=C/N(C)C)oc2=O)cc1	i	56	12%	1.8%	10%	-22%	15%	-0.1%	i	1.8	-1.1	72
COc1ccc(/C=N\NC(=O)CNC(=O)C(c2ccccc2)c2ccccc2)cc1[N+](=O)[O-]	i	49	-1%	1.7%	-22%	-9%	6%	0.8%	i	0.0	0.9	72
COC(=O)c1ccc(C(=O)Nc2ccc(N)cc2N)cc1	i	50	-3%	-8.1%	-11%	-1%	3%	-0.2%	i	0.4	0.3	50
CC(C)n1c(O)c(/C=C2\C=NN=C2c2ccccc2)sc1=S	i	17	16%	1.1%	10%	2%	0%	0.1%	i	0.3	26	59
Clc1ccc(N2CCCCCC2)nn1	i	12	0%	6.3%	4%	-22%	7%	-0.1%	i	2.5	0.0	96
O=C(C1CCN(S(=O)(=O)c2cccc3cccnc23)CC1)N1CCc2ccccc21	i	23	24%	1.0%	10%	19%	-15%	-0.1%	i	0.9	-3.9	75
Cc1ccc(C(=O)N/N=C\c2ccccn2)cn1	i	42	2%	-0.4%	-4%	3%	0%	0.6%	i	0.6	0.1	62
O=c1cc(-c2ccccc2)nc(SCc2ccccc2)[nH]1	i	32	6%	-0.4%	-11%	3%	-7%	-0.3%	i	0.4	1.2	58
CN(CC(=O)N1CCc2ccccc21)S(=O)(=O)c1ccc(Cl)cc1	i	14	-2%	0.9%	-27%	-13%	6%	-0.5%	i	6.0	-1.8	54
CCc1cc(=O)oc2cc(C)cc(OCC(=O)NC(Cc3c[nH]c4ccc(O)cc34)C(=O)O)c12 (stereo unspecified)	i	25	6%	-4.2%	-21%	-38%[20 µM]	4%	1.0%	i	1.0	2.8	100

Taken from above:
Under GPR55 LPI antagonism, COC(=O)c1ccccc1NC(=O)CN(C)S(=O)(=O)c1ccc(OC)c(C)c1 is entered as -9%
Under KOR beta-arrestin-1, COc1ccc(/C=N\NC(=O)CNC(=O)C(c2ccccc2)c2ccccc2)cc1[N+](=O)[O-] is entered as 1.7%
Under Myeloid diff MLP GFP+ MAC1+ %, COC(=O)Cn1cnc2ccccc2c1=O is entered as 1.4

Going on with the list:
SMILES	T cell HTS	T cell HTS vesicle-bound %	NOD2 inhibition	KOR beta-arrestin-1	NOD1 NF-kB reporter	KOR beta-arrestin-2	GPR55 LPI antagonism	GPR55 activation	Myeloid diff MLP	Myeloid diff MLP GFP+ MAC1+ %	NTR1 agonist	NTR1 agonist cell count 20 µM
O=C(O)c1ccc(NC(=O)c2cn(-c3ccccc3)nc2-c2ccc(Br)cc2)cc1	i	37	2%	1.5%	5%	-56%	-4%	-0.1%	i	0.0	1.4	82
COc1cccc(C(=O)NC(=O)Nc2cc(C)[nH]n2)c1	i	28	-44%	-0.4%	2%	-21%	3%	0.0%	i	0.5	0.3	58
O=C(NCc1ccco1)C(=O)NCc1ccccc1Cl	i	57	-20%	0.8%	-26%	3%	2%	-0.3%	i	1.4	-0.9	62
CCCCC(=O)Nc1ccc(NC(=O)c2cccnc2)cn1	i	17	6%	-5.0%	6%	2%	22%	0.0%	i	0.2	-6.9	101
CCOC(=O)C1CCN(C(=O)C2CCN(S(=O)(=O)c3cccc4nsnc34)CC2)CC1	i	14	12%	3.0%	-28%	-15%	9%	-0.2%	i	1.5	0.1	52
CCCCC(=O)Nc1cc(OC)c(NC(=S)NC)cc1OC	i	5	-3%	-0.4%	-38%	-6%	-4%	0.3%	i	1.9	-0.3	43
CN1C(=O)c2ccc(C(=O)Nc3cccnc3)cc2C1=O	i	64	4%	1.9%	-17%	-14%	11%	0.5%	·	·	1.6	54
O=C1CCN(CCc2ccccc2)CCN1[C@H](COc1ccccc1)Cc1ccccc1	i	14	-16%	-9.4%	21%	-22%[20 µM]	13%	4.2%	i	0.6	14	90
COCCN(C(=O)COC(=O)c1oc2ccc(OC)cc2c1C)c1c(N)n(Cc2ccccc2)c(=O)[nH]c1=O	i	64	-9%	8.0%	6%	-19%	-3%	-0.2%	i	1.1	-0.3	84
CCN(CC)CCNC(=O)Cn1cnc2sc(C)c(S(=O)(=O)N3CCN(c4ncccn4)CC3)c2c1=O	i	48	4%	-6.7%	-20%	18%	0%	-0.4%	i	0.8	2.6	18
O=C(N/N=C/c1ccccc1Cl)c1nc2ccc([N+](=O)[O-])cc2c(=O)[nH]1	i	56	7%	-8.5%	-40%	-16%[20 µM]	-2%	-0.1%	i	0.1	0.7	89
O=S(=O)(Oc1ccccc1C(=S)N1CCOCC1)c1ccc(Cl)cc1	i	35	1%	0.8%	-16%	20%	3%	0.4%	i	2.6	-1.1	52
Cc1ccc(NC(=O)c2nccnc2C(=O)O)cc1C	i	34	13%	3.3%	-1%	10%	1%	-0.1%	i	3.0	0.7	86
CCC(=O)Nc1c(C#N)c2nc3ccccc3nc2n1-c1ccccc1C	i	29	10%	-8.3%	0%	0%	7%	-0.5%	i	0.4	3.9	79
CC(C)CC1=NN(C(=O)c2ccco2)C(O)(C(F)(F)F)C1 (stereo unspecified)	i	44	-2%	2.8%	-31%	-39%	8%	-0.1%	i	0.3	-0.7	96
COC(=O)C1=C(C)NC2=C(C(=O)CCC2)C1c1cccs1 (stereo unspecified)	·	·	6%	1.0%	·	5%	7%	-0.1%	·	·	·	·
CCOc1ccc(NC(=O)NCc2cccnc2)cc1	i	58	-2%	·	-16%	-18%	-2%	0.2%	i	0.6	-0.2	75
C/C(=N\NC(N)=S)c1ccc(Cl)s1	i	23	8%	2.9%	-11%	23%	-5%	-0.1%	i	0.6	-0.4	36
CCOC(=O)N1CCC(=NNc2ccc(S(=O)(=O)N3CCOCC3)cc2[N+](=O)[O-])CC1	i	24	-2%	-2.8%	-20%	4%	12%	0.5%	i	0.6	1.0	49
Cc1nn(C(C)(C)C)c(NC(=O)c2ccc(Cl)cc2)c1Br	i	28	7%	0.8%	-4%	14%	6%	0.2%	i	0.4	-0.4	41
Cc1cc(=O)oc2cc(OCC(=O)NCc3ccccn3)ccc12	i	·	8%	1.6%	18%	26%	4%	-0.1%	i	1.0	2.7	49
O=C(NCc1nc2ccccc2[nH]1)C1=C[C@@H](c2csc3ccccc23)C[C@@H](OCc2ccc(CO)cc2)O1	i	30	6%	0.8%	-2%	-35%	16%	-0.2%	i	2.0	9.3	61
CCCCNC(=O)C(NS(=O)(=O)c1cccc2nsnc12)c1ccccc1 (stereo unspecified)	i	39	7%	3.3%	6%	-17%	30%	0.4%	i	0.7	-1.8	84
CCc1c(C)[nH]c2ccc(C)cc2c1=O	i	26	0%	-2.8%	6%	12%	0%	0.2%	i	1.2	-2.5	79
O=C(Cn1cnc2c(nnn2-c2ccccc2)c1=O)N1CCOCC1	i	17	-5%	-3.4%	·	23%	18%	0.2%	i	1.6	9.7	47
O=C(NC1CCCCC1)C(c1ccc(F)cc1)N(C(=O)c1cccs1)c1ccc2c(c1)OCO2 (stereo unspecified)	i	34	1%	4.8%	6%	-8%	25%	0.2%	i	1.4	0.7	44
COc1ccc(-c2c3c(nc4sc5c(=O)[nH]c(C)nc5c24)CCC3)cc1	i	22	21%	5.3%	-24%	-33%	4%	-0.1%	i	0.7	16	54
COC(=O)CCSc1nc(N2CCOCC2)c2c(c1C#N)CC(C)(C)OC2	i	19	17%	-0.7%	-4%	23%	-1%	-0.1%	i	0.4	1.6	80
Cn1nc(-c2ccccc2)c(CSc2ccccc2)c1Cl	i	29	-6%	6.3%	-35%	-6%	52%	-0.1%	i	0.4	6.1	35
